# Alkaline phosphatase – human TNAP enzyme inhibitors, biochemical, luminescent (AID 518) | Alkaline phosphatase, tissue-nonspecific isozyme (Homo sapiens) | purified TNAP enzyme, luminescent substrate readout; higher % means a stronger effect | inhibition, % at 20 µM; hits with a dose series show IC50 in µM | 64,000 compounds, 0.09% hits; in the data active means a potency from the dose series; inactive means the rest, 99 in 100 with inhibition below about 22%;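 further: plate controls were vehicle for no effect and reference inhibitor for full effect; many of its hits are not listed in these tables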
# Spn MK inh – S. pneumoniae MK inhibitors, primary screen, biochemical, PK/LDH-coupled NADH absorbance. 65,000 compounds, 0.48% hits. purified MK, PK/LDH-coupled NADH absorbance 340 nm. inhibition, % at 10 µM;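 active means ranked among the strongest by inhibition in the single 10 µM screen, a fixed top-ranked set picked for dose follow-up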; further: no value below 0 was filed
# Bfl-1 displacement – Bfl-1 inhibitors, primary screen, biochemical, fluorescence polarization, FITC-Bid, mouse (AID 432) | Bcl-2-related protein A1 (Mus musculus) | FITC-Bid BH3 peptide fluorescence polarization displacement; higher % means a stronger effect | displacement, % at 20 µM, or IC50 in µM where a hit was titrated | 64,000 compounds, 0.02% hits; in the data active means a potency from the dose series; inactive means the rest, 99 in 100 with displacement below about 15%; further: strong numbers were not always called active
# HT1080 viability – cytotoxicity in HT1080 fibrosarcoma cells, cell-based, fluorescence readout (AID 620); HT1080 viability, fluorescence; higher % means a stronger effect; one-dose cytotoxicity, % at 10 µM; EC50 in µM for titrated hits; 87,000 compounds, 0.42% hits;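 further: cells exposed to compound overnight then 4 h with Alamar Blue; 0% = vehicle DMSO and 100% = killing control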
# PMK inhibit – S. pneumoniae PMK inhibitors, primary screen, biochemical, mevalonate pathway, pilot trial included; AID 539, 2006; purified PMK, PK/LDH-coupled NADH absorbance 340 nm; phosphomevalonate kinase (Streptococcus pneumoniae D39); 65,000 compounds, 0.49% hits; inhibition, % at 10 µM;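 active means top-ranked compounds by inhibition in the single 10 µM screen, taking a fixed number of the strongest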;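 further: 0% = full reaction with DMSO carrier and 100% = background rate without enzyme reaction; no value below 0 was filed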
# HPDE-C7 cytotoxicity – cytotoxicity in HPDE-C7 cells, cell-based, fluorescence, HTS (AID 430); HPDE-C7 pancreatic duct cells viability, fluorescence; higher % means a stronger effect; 63,000 compounds, 1.8% hits; cytotoxicity, % at 10 µM, or EC50 in µM where a hit was titrated;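 further: cells exposed to compound for 48 hours before viability readout; 0% = vehicle and 100% = reference cytotoxic drug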
# KRASV12 cytotoxicity – cytotoxicity in KRAS-transformed pancreatic duct cells, primary screen, cell-based, fluorescence, HTS (AID 431) | HPDE-C7K KRASV12 cells, Alamar Blue viability, 48 h; higher % means a stronger effect | cytotoxicity, % at 10 µM; hits with a dose series show EC50 in µM | 63,000 compounds, 1.7% hits;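 active means compounds whose percent cytotoxicity in the single-dose primary screen, scaled between solvent and toxic-drug controls, exceeds 50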;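 further: 0% = DMSO solvent wells and 100% = doxorubicin-treated wells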
# Spn DPM-DC inh – S. pneumoniae DPM-DC inhibitors, primary screen, biochemical, PK/LDH-coupled NADH fluorescence | 65,000 compounds, 0.49% hits | calls only at 10 µM | purified DPM-DC | AID 556, 2006 | diphosphomevalonate decarboxylase (Streptococcus pneumoniae D39);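 active means the 320 compounds with the highest percent inhibition in the single-dose primary screen, excluding strongly autofluorescent ones, cut at about 32% in these data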;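 further: kinetic rate of NADH fluorescence loss reporting ADP formed by the decarboxylase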
# LYP phosphatase – LYP phosphatase inhibitors, primary screen, biochemical, DiFMUP fluorescence, recombinant catalytic domain, 10 µM (AID 606) | Tyrosine-protein phosphatase non-receptor type 22 (Homo sapiens) | one-dose inhibition, % at 10 µM; IC50 in µM for titrated hits | 52,000 tested, under 10 active | recombinant LYP catalytic domain, DiFMUP fluorescence; higher % means a stronger effect;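 active means IC50 under 40 µM in the dose-response test; inactive means IC50 of 40 µM or more, or never dose-tested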
# PMK inhibit pilot replicates – also measured in PMK inhibit; calls as there; inhibition, %; measured here: pilot screen replicates
# Spn MK inh pilot replicates – recorded beside Spn MK inh, whose call it bears; inhibition, %; measured here: pilot screen replicates
# Spn DPM-DC inh pilot screen % – recorded beside Spn DPM-DC inh, whose call it bears; inhibition, %; measured here: pilot screen trials
# Numbers without * were called inactive; i = inactive; . = not tested or not shown. Unless noted, no stated cut-off is given here; in the data, active means cytotoxicity above about 50%; inactive means the rest.
SMILES,Alkaline phosphatase,Spn MK inh,Bfl-1 displacement,HT1080 viability,PMK inhibit,HPDE-C7 cytotoxicity,KRASV12 cytotoxicity,Spn DPM-DC inh,LYP phosphatase,others
COc1ccc(C2/C(=C(/O)c3ccccc3)C(=O)C(=O)N2CC(C)O)c(OC)c1 (stereo unspecified),-1%,8,-9%,-1%,9,-3%,2%,i,7%,
COc1cc(CN/C(C)=C(\C#N)C(N)=O)cc(OC)c1OC,0%,2,-16%,12%,9,-24%,-12%,i,-27%,
Cc1[nH]c2ccccc2c(=O)c1CN(C)Cc1ccccc1,7%,0,1%,7%,0,2%,4%,i,3%,PMK inhibit pilot replicates=0.0;Spn MK inh pilot replicates=0.5;Spn DPM-DC inh pilot screen %=0.0
CCNc1nc2c(c(=O)n(Cc3ccccc3)c(=O)n2C)n1Cc1ccccc1,10%,16,3%,-8%,7,2%,4%,i,-7%,
O=C(Cn1c(=O)oc2ccccc21)N(Cc1ccccc1)C1CCS(=O)(=O)C1 (stereo unspecified),11%,2,-6%,10%,14,-23%,-11%,i,4%,
O=C(O)CC1NC(=O)N(c2ccc(Cl)cc2)C1=O (stereo unspecified),7%,2,1%,-12%,6,-5%,1%,i,.,
NC(=O)C1CCN(c2nc(-c3ccccc3)nc3ccccc23)CC1,6%,6,-4%,0%,6,10%,3%,i,-7%,PMK inhibit pilot replicates=2.5;Spn MK inh pilot replicates=0.0;Spn DPM-DC inh pilot screen %=0.0
O=C(NCc1ccccn1)C1CCCN(Cc2cnn(-c3ccccc3)c2-n2cccc2)C1 (stereo unspecified),1%,1,4%,-8%,8,-8%,-12%,i,6%,
O=C(Nc1ccncc1)c1cncc(Br)c1,14%,7,-6%,0%,4,-15%,-8%,i,10%,PMK inhibit pilot replicates=0.0;Spn MK inh pilot replicates=0.0;Spn DPM-DC inh pilot screen %=0.0
Brc1ccc(Nc2c3c(nc4ncnn24)CCC3)cc1,-5%,0,-10%,11%,16,-3%,2%,i,.,
S=c1[nH]nc(-c2ccco2)n1-c1cccc2ccccc12,22%,30,-5%,4%,5,-29%,-8%,i,5%,PMK inhibit pilot replicates=0.0;Spn MK inh pilot replicates=1.5;Spn DPM-DC inh pilot screen %=0.5
COCCCNC(=O)Cn1nnc(-c2ccccc2NC(=O)c2ccccc2F)n1,10%,6,0%,-1%,0,2%,2%,i,20%,
CCN(CC)c1ccc2c(c1)oc(=O)c1c(Cl)cc(=O)oc12,3%,8,2%,6%,1,14µM*,12µM*,i,3%,
Cc1ccc(N2CCN(C(=O)C3CCN(S(=O)(=O)c4cccc5nsnc45)CC3)CC2C)cc1 (stereo unspecified),6%,5,-14%,-1%,20,-22%,-2%,i,6%,
O=c1ccsn1Cc1ccccc1,14%,6,-4%,-1%,17,20%,0%,i,15%,
Cc1cccc(C)c1NC(=O)CNc1ccccc1,9%,2,6%,4%,0,2%,5%,i,-6%,
CCOc1ccc(C(C)=O)cc1N1C(=O)C2C3C=CC(C3=C(C)C)C2C1=O (stereo unspecified),3%,2,-4%,.,8,-7%,-3%,i,.,
Cc1ccc(C(N)=O)cc1S(=O)(=O)Nc1cccc(C)c1C,9%,10,-3%,9%,11,18%,22%,i,16%,
Cc1ccc(-c2c3c(=O)n(C)c(=O)n(C)c3cn2N2CCOCC2)cc1,5%,6,-1%,-3%,10,-1%,-7%,i,.,
Cc1ccc(OCC(=O)Nc2ccc(S(=O)(=O)Nc3onc(C)c3C)cc2)cc1,2%,5,-3%,1%,11,-14%,-10%,i,4%,
CC1CC(C)CN(CCC(=O)Nc2cccc(Cl)c2)C1 (stereo unspecified),7%,5,1%,.,0,-1%,-15%,i,.,
CC(=O)NC(CCS(C)(=O)=O)C(=O)Nc1ccc(C)c(F)c1 (stereo unspecified),8%,0,-7%,29%,10,-12%,-14%,i,11%,
O=C(O)C1C2C=CC(C2)C1C(=O)OC1CC2CCC1C2 (stereo unspecified),12%,4,-3%,3%,12,5%,5%,i,23%,
CN1CCN(CCCNC(=O)C2CCN(c3nnc(-n4cccc4)s3)CC2)CC1,1%,10,-8%,9%,9,-13%,-3%,i,11%,
CCOc1cc(C)c(C(C)C)cc1S(=O)(=O)N1CCOCC1,3%,9,4%,3%,6,-2%,-13%,i,1%,
Nc1ccc2c(c1)C(=O)N(CCCC(=O)O)C2=O,12%,7,7%,-6%,11,-15%,-26%,i,.,
CN(C)CCNC(=O)c1ccc2c(c1)N(Cc1ccc(F)cc1)CCS2,-1%,10,-1%,-2%,20,-6%,3%,.,-5%,
COc1ccc2cc3cc(C(=O)Nc4ccc5c(c4)OCCO5)oc3nc2c1,12%,0,14%,-3%,8,2%,14%,i,5%,
COC(=O)C1=C(C)NC(C)=C(C(=O)OC)C1c1ccccc1[N+](=O)[O-],7%,4,4%,0%,7,21%,12%,i,17%,PMK inhibit pilot replicates=1.0;Spn MK inh pilot replicates=0.0;Spn DPM-DC inh pilot screen %=14
COC(=O)c1c(-c2cccc(OC)c2)csc1N,10%,6,0%,.,14,-8%,-2%,i,8%,

# Structural class, those above with an aryl methoxy group (4)
SMILES,Alkaline phosphatase,Spn MK inh,Bfl-1 displacement,HT1080 viability,PMK inhibit,HPDE-C7 cytotoxicity,KRASV12 cytotoxicity,Spn DPM-DC inh,LYP phosphatase,others
COc1ccc(C2/C(=C(/O)c3ccccc3)C(=O)C(=O)N2CC(C)O)c(OC)c1 (stereo unspecified),-1%,8,-9%,-1%,9,-3%,2%,i,7%,
COc1cc(CN/C(C)=C(\C#N)C(N)=O)cc(OC)c1OC,0%,2,-16%,12%,9,-24%,-12%,i,-27%,
COc1ccc2cc3cc(C(=O)Nc4ccc5c(c4)OCCO5)oc3nc2c1,12%,0,14%,-3%,8,2%,14%,i,5%,
COC(=O)c1c(-c2cccc(OC)c2)csc1N,10%,6,0%,.,14,-8%,-2%,i,8%,

# (more compounds)
SMILES,Alkaline phosphatase,Spn MK inh,Bfl-1 displacement,HT1080 viability,PMK inhibit,HPDE-C7 cytotoxicity,KRASV12 cytotoxicity,Spn DPM-DC inh,LYP phosphatase,others
CC(=O)NCCn1c(SCC#N)nc2ccccc2c1=O,11%,2,-11%,-5%,11,-14%,-8%,i,0%,
CCC1(C)Cc2c(sc3nc4n(c(=O)c23)CCCS4)CO1 (stereo unspecified),6%,5,0%,4%,9,-10%,-16%,i,5%,
CCN(Cc1ccccc1)C(=O)c1ccccc1C,10%,5,1%,-5%,11,-4%,3%,i,12%,
CSc1nnc2c(n1)OC(c1cn(C)c3ccccc13)N(C(C)=O)c1ccccc1-2 (stereo unspecified),8%,2,-5%,-2%,14,2%,-2%,i,11%,
Cc1ccn(CC(=O)O)c(=O)c1,10%,2,-2%,3%,11,18%,19%,i,.,
Cc1ccnc(NS(=O)(=O)c2cccc3nsnc23)c1,12%,3,-2%,18%,8,5%,10%,i,14%,
CCN(CC)C(=O)CN(c1cc(Cl)ccc1OC)S(C)(=O)=O,1%,6,-3%,0%,6,7%,23%,i,-1%,PMK inhibit pilot replicates=3.0;Spn MK inh pilot replicates=0.5;Spn DPM-DC inh pilot screen %=0.0
COC(=O)c1cc2ccsc2n1Cc1nc(-c2ccc(OC)cc2)oc1C,12%,5,-4%,-11%,9,-7%,11%,i,.,PMK inhibit pilot replicates=2.5;Spn MK inh pilot replicates=2.5;Spn DPM-DC inh pilot screen %=0.0
CCN1CCN(C(=O)c2nn(-c3ccc(C)cc3)c(=O)c3c2c2ccccc2n3C)CC1,5%,10,-1%,-2%,13,-19%,-14%,i,0%,
Cc1nn2c(CN(C(=O)c3ccco3)c3ccccc3)nnc2c2ccccc12,13%,0,-6%,14%,0,13%,19%,i,6%,
Cc1ccc(C)c(NC(=O)c2nnn(Cc3ccccc3)c2N)c1,.,1,.,7%,7,.,.,i,.,
CC(C)n1cc(/C=C(\C#N)S(=O)(=O)c2ccccc2)c2ccccc21,12%,8,-4%,7%,3,5%,-4%,i,10%,
COc1cccc(C2c3c(oc4ccccc4c3=O)C(=O)N2CCCN(C)C)c1OC (stereo unspecified),2%,1,1%,-4%,15,0%,-10%,i,-2%,
CCN(CC)S(=O)(=O)c1cccc(C(=O)Nc2ccc(C#N)cc2)c1,12%,5,1%,-1%,6,-2%,0%,i,.,
Fc1ccc(-c2cc3nc(-c4ccccc4)cc(N4CCN(CCN5CCOCC5)CC4)n3n2)cc1,6%,1,4%,-4%,19,53%*,45%,.,.,
COc1cccc(NC(=O)COc2ccccc2C(N)=O)c1,11%,1,-4%,3%,0,-2%,-2%,i,15%,PMK inhibit pilot replicates=0.5;Spn MK inh pilot replicates=0.0;Spn DPM-DC inh pilot screen %=0.0
CCOC(=O)c1[nH]c2ccc(OC)cc2c1NC(=O)CN1CCC2(CC1)OCCO2,11%,9,-5%,-7%,5,-18%,-27%,.,.,
Cc1ccc(C(=O)Cn2c(N3CCOCC3)nc3c2c(=O)n(C)c(=O)n3C)cc1,4%,0,-2%,-7%,11,-7%,-6%,i,.,
CCC(c1nc2ccccc2c(=O)n1CCCn1ccnc1)N1C(=O)c2ccccc2C1=O (stereo unspecified),17%,5,-2%,11%,12,-3%,-4%,i,6%,
O=C1CC(SC(=NCc2ccc3c(c2)OCO3)Nc2ccccc2)C(=O)N1 (stereo unspecified),19%,4,2%,-4%,0,8%,-1%,i,8%,
Cc1cccc(-n2c(N)c(C(=O)N3CCN(C)CC3)sc2=S)c1,10%,0,0%,7%,13,-11%,-10%,i,7%,PMK inhibit pilot replicates=3.5;Spn MK inh pilot replicates=2.0;Spn DPM-DC inh pilot screen %=2.0
O=C(CCn1c(=O)oc2ccccc21)n1c(=O)oc2ccccc21,7%,6,2%,-2%,10,14%,10%,i,14%,
O=C(CN1CCN(c2ccc(F)cc2)CC1)NCC1CCCO1 (stereo unspecified),1%,4,14%,6%,15,-14%,-26%,i,.,
CCOc1ccc(-n2c(Cc3cc(=O)[nH]c(=O)[nH]3)nnc2SC(C)C(=O)OC)cc1 (stereo unspecified),10%,6,-3%,2%,5,-4%,-3%,i,1%,
CC(=O)Nc1nnc(-c2ccc3c(c2)CCCC3)o1,10%,5,-1%,-1%,10,-11%,2%,i,0%,
CCOC(=O)C1CCN(C(=O)Cc2cccs2)CC1,20%,8,-8%,0%,5,-5%,-7%,i,13%,
Cc1ccc(NC(=O)CC2Oc3ccccc3NC2=O)c(C)c1 (stereo unspecified),11%,12,-3%,-4%,0,5%,-10%,i,4%,
